Bioassay records as filed in PubChem BioAssay.
XIAP displacement = small molecules displacing peptide from XIAP – biochemical, IAP family, fluorescence polarization (AID 1018) | XIAP BIR domain, fluorescence polarization peptide displacement; higher % means a stronger effect | displacement, % at 20 µM, or IC50 in µM where a hit was titrated | actives 0.007% (n = 200,000); in the data active means displacement above about 50%; further: a part of the inactive calls stands beside numbers as strong as those of hits
RSV CPE inhibition = RSV antiviral activity via CPE protection, HEp-2 cells, primary 10 µM value included (AID 2391) | HEp-2 cells, RSV-induced CPE inhibition; higher % means a stronger effect | CPE inhibition, % at 10 µM; hits with a dose series show IC50 in µM | actives 0.13% (n = 310,000); in the data active means a potency from the dose series; inconclusive means CPE inhibition mostly from about 23% at the one dose, without a potency; inactive means the rest, 99 in 100 with CPE inhibition below about 21%; further: strong numbers were not always called active
Siah-1 displacement = blockers of Siah-1 interaction with plectin peptide – biochemical, fluorescence polarization, rhodamine-plectin, uHTS, primary screen (AID 1817); Siah-1 / rhodamine-plectin peptide fluorescence polarization; higher % means a stronger effect; displacement, % at 20 µM; hits with a dose series show IC50 in µM; actives 0.02% (n = 290,000);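 active means displacement of at least 50% at 20 µM, with a fluorescence ratio check between 0.3 and a set limit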;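 further: plate controls were Siah plus tracer with DMSO for no effect and tracer alone without Siah for full effect; strong numbers were not always called active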
PMI inhibitors = inhibitors of human PMI, primary screen, biochemical, fluorescence intensity, coupled assay (AID 1209). purified PMI enzyme, coupled fluorescence intensity; higher % means a stronger effect. actives 0.42% (n = 190,000). inhibition, % at 20 µM, or IC50 in µM where a hit was titrated;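 further: plate controls were DMSO vehicle for no effect and wells lacking substrate for full effect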
TNAP activation fold = human TNAP enzyme activators, primary screen, biochemical, luminescent, no phosphate acceptor, uHTS (AID 1001) | purified TNAP, luminescent activation assay, no phosphate acceptor; higher activation fold means a stronger effect | activation fold at 20 µM; hits with a dose series show EC50 in µM | actives 0.03% (n = 200,000); in the data active means activation fold from about 3, or a potency from the dose series; inactive means the rest, 99 in 100 with activation fold below about 1.6; further: many of its hits are not listed in these tables
WT yeast gro inh = growth inhibition of WT yeast, mitochondrial fusion screen. mitochondrial fusion phenotypic screen, WT strain. inhibition, % at 10 µM. actives 2.1% (n = 190,000); in the data active means inhibition above about 58%; tested in S. cerevisiae
Salmonella PhoP GFP = PhoP-dependent GFP reporter repression – Salmonella Typhimurium, primary screen (AID 1863). S. Typhimurium PhoP-regulated promoter GFP reporter, 4 h; higher % means a stronger effect. inhibition, % at 50 µM, or IC50 in µM where a hit was titrated. actives 0.16% (n = 300,000);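 active means inhibition over 29.93%, a cutoff 3 SD above the screen mean, later confirmed by dose response; inconclusive means inhibition over 29.93% but no dose response follow-up; inactive means inhibition at most 29.93% or unconfirmed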;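 further: 0% = low Mg2+ inducing control and 100% = high Mg2+ repressing control; strong numbers were not always called active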
Myeloid diff 2 = promotes myeloid progenitor differentiation. ER-HoxA9 myeloid progenitors, lysozyme-GFP differentiation, flow cytometry. actives 1% (n = 360,000). calls only at 10 µM;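 active means normalized GFP-positive differentiation at or above the plate's own cutoff, the solvent-only control mean plus 3 SD; inconclusive means no clear call, values can overlap the other calls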;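 further: cells exposed to compound for four days before flow analysis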
PMI inhibition = human PMI inhibitors, high substrate, primary screen, biochemical, fluorescence intensity, high mannose 6-phosphate (AID 1220). inhibition, % at 20 µM, or IC50 in µM where a hit was titrated. actives 0.66% (n = 190,000). recombinant PMI enzyme, coupled fluorescence intensity; higher % means a stronger effect
WT yeast gro inh mutant strain = also measured in WT yeast gro inh; calls as there; inhibition, %; mitochondrial fusion phenotypic screen, mutant strain inhibition
Myeloid diff 2 GFP+ MAC1+ % = also measured in Myeloid diff 2; calls as there; GFP+ MAC1+ double positive, %; measured here: differentiation confirmed by MAC1 staining
Active calls of the source: *; i = inactive; ? = inconclusive; . = not tested or not shown. Unless noted, no stated cut-off is given here; in the data, active means inhibition above about 50%; inactive means the rest.

canonical_smiles,XIAP displacement,RSV CPE inhibition,Siah-1 displacement,PMI inhibitors,TNAP activation fold,WT yeast gro inh,WT yeast gro inh mutant strain,Salmonella PhoP GFP,Myeloid diff 2,Myeloid diff 2 GFP+ MAC1+ %,PMI inhibition
CCN(CC)Cc1c(O)ccc2c(=O)c(Oc3ccccc3OC)c(C)oc12,.,0.9%,-3.8%,.,.,.,.,6.9%,i,0.5,.
CCOC(=O)c1c(C)n(O)c2ccc(Cl)cc2c1=O,-6.4%,4.3%,-3.0%,-13.7%,1.1,-21.9,2.2,-8.1%,i,1.5,43.3%
O=C1C2C3C=CC(CC3)C2C(=O)N1/N=C/c1ccccc1O (stereo unspecified),-4.8%,2.5%,-3.1%,-2.4%,1.2,-12.0,-8.3,-4.7%,i,5.2,-0.9%
Cn1c(N)c(C(=O)COC(=O)Cn2cc(C(F)(F)F)ccc2=O)c(=O)n(C)c1=O,-6.9%,0.7%,-1.7%,-6.3%,0.9,-13.3,-8.5,-3.5%,i,0.4,0.5%
Cc1[nH]c(C(=O)O)c(C)c1C(=O)OC(C)C,1.5%,0.3%,6.8%,14.1%,1.3,-4.5,-25.2,-8.8%,i,1.2,14.1%
O=C(Cn1cc(SCc2ccccc2Cl)c2ccccc21)N1CCOCC1,-1.4%,2.1%,5.4%,10.7%,1.2,-19.3,-9.8,-1.1%,i,0.4,14.4%
COc1ccc(C(=O)CCc2nc3ccccc3s2)cc1,-7.7%,1.6%,0.1%,15.3%,1.3,-1.9,1.8,-11.1%,i,0.7,8.8%
CN(C)CC(O)COc1cccc(OCC(O)CN(C)C)c1 (stereo unspecified),0.0%,-0.1%,1.5%,-3.5%,1.1,-11.2,2.0,-5.4%,i,0.7,0.5%
Cc1ccc(-c2ccc(S(=O)(=O)N3CC(C)OC(C)C3)cc2)cc1 (stereo unspecified),.,?,1.2%,.,.,.,.,3.4%,i,2.6,.
O=C(OCC(=O)N1CCCC1)c1ccccc1O,.,2.0%,-5.8%,.,.,.,.,8.5%,i,0.8,.
Cc1noc(NS(=O)(=O)c2ccc(NC(=O)CSc3n[nH]c(-c4ccccc4)n3)cc2)c1C,-0.4%,1.2%,2.2%,2.3%,0.4,-4.5,12.2,-11.0%,i,0.4,7.2%
O=C(CCc1c[nH]c2ccccc12)NCC1CCCO1 (stereo unspecified),-2.3%,0.0%,1.5%,-7.3%,1.1,-0.9,5.1,-8.1%,i,0.5,-7.5%
O=C1CC(=O)Nc2cc(S(=O)(=O)NCc3cccs3)ccc2N1,.,1.0%,1.1%,.,.,.,.,-2.2%,i,2.1,.
CSCC[C@H](NC(=O)CC(C)(C)C)c1nc2ccccc2[nH]1,-4.0%,0.6%,0.4%,1.7%,1.1,9.0,-1.0,-5.9%,i,17.3,-0.3%
COC(=O)[C@@H](NC(=O)NCc1ccco1)C(C)C,0.8%,-0.1%,1.1%,10.1%,1.1,5.2,11.6,-0.4%,i,7.8,1.7%
CCOC(=O)c1c(C)oc2c(CN3CCN(C)CC3)c(Br)c(OC)c(O)c12,-0.8%,-0.1%,-2.7%,7.9%,1,.,.,-3.1%,i,1.0,5.4%
O=S(=O)(Nc1ccc(Br)cc1)c1cccc2nonc12,.,2.3%,-1.1%,.,.,.,.,-0.6%,i,0.9,.
O=C(Cn1cnc2c(nnn2Cc2ccc(F)cc2)c1=O)NCc1ccccc1,.,2.9%,-2.8%,.,.,.,.,-7.2%,i,0.7,.
Cc1[nH]c(=O)[nH]c(=O)c1NC(=O)c1ccc(OC(C)C)cc1,-3.8%,-2.2%,-1.3%,1.7%,1.1,3.1,-6.8,-3.0%,i,0.1,3.2%
CCC(=O)Nc1nnc(SCc2ccccc2F)s1,-1.0%,3.8%,12.8%,-5.0%,1.1,8.8,-8.2,2.8%,i,0.7,-3.5%
c1ccc(COc2ccc(CNn3cnnc3)cc2)cc1,-3.6%,0.5%,2.0%,4.5%,1.1,24.9,23.8,2.5%,i,2.3,-0.6%
Cc1ccc(S(=O)(=O)c2nc(-c3ccco3)oc2NCC2CCCO2)cc1 (stereo unspecified),0.6%,0.0%,-3.1%,-47.3%,1,-10.8,10.5,0.7%,i,0.8,10.9%
COc1ccc(N2CCN(C(=O)CS(=O)Cc3nc(-c4ccc(OC)c(OC)c4)oc3C)CC2)cc1 (stereo unspecified),.,2.5%,15.9%,.,.,.,.,-6.5%,i,4.2,.
C=CCOC(=O)C1=C(C)NC(SCC(=O)OCC)=C(C#N)C1c1ccc(C)cc1 (stereo unspecified),-4.2%,2.6%,1.6%,18.0%,1.1,9.9,1.2,8.8%,i,1.6,7.1%
NC(=O)c1cc2cc(Cc3ccccc3Cl)ccc2oc1=O,-9.2%,-1.7%,2.6%,-1.2%,1.1,-19.1,-11.5,-8.8%,i,0.9,-5.6%
Cc1cc(=O)[nH]c(-c2cccnc2)n1,-9.1%,-1.1%,2.7%,-10.6%,1.1,-7.2,-6.3,-7.5%,i,0.4,-12.1%
CCCOc1ccc(N2C(=O)CC(N(Cc3ccco3)C(C)=O)C2=O)cc1 (stereo unspecified),-7.0%,1.9%,7.2%,0.4%,1.1,-3.3,-4.5,12.1%,i,0.5,-3.3%
Cc1nn(-c2ccc(N3CCCCC3)nn2)c(C)c1CCC(=O)Nc1ccc(F)c(F)c1,.,21.4%,-4.5%,.,.,.,.,2.9%,i,5.6,.
CC(C)C(C(=O)OCC(=O)c1ccccc1)N1C(=O)C2C3C=CC(C3)C2C1=O (stereo unspecified),-3.1%,0.4%,-0.4%,1.3%,1,4.0,0.1,-4.6%,i,0.5,-5.1%
Cc1nnc(SCC(=O)c2c(N)n(C)c(=O)n(C)c2=O)[nH]c1=O,-4.6%,1.1%,3.6%,-10.4%,1.1,.,.,.,i,0.4,-3.0%
c1ccc(CSc2ccc(-c3cccnc3)nn2)nc1,-9.4%,1.7%,3.8%,-0.8%,2,7.1,-15.0,1.5%,i,0.4,5.3%
COc1ccc(CNC(=O)c2ccc(Cn3nc(C)cc3C)o2)cc1,.,0.6%,12.2%,.,.,.,.,-3.4%,i,1.3,.
COC(=O)c1ccc(OC(=O)c2ccncc2)cc1O,.,-2.1%,0.8%,.,.,.,.,-0.5%,i,0.6,.
O=C(Nc1ccc2c(c1)OCCO2)c1ccc(Br)s1,-11.7%,9.7%,4.7%,8.0%,0.9,11.8,-17.6,7.2%,i,0.4,-2.3%
CCn1cc(CN2CCC(n3nccc3NC(=O)c3ccc(OC)cc3)CC2)cn1,.,-2.2%,-2.0%,.,.,.,.,-2.6%,i,0.0,.
O=C1CSC(c2ccccc2O)N1Cc1ccccc1 (stereo unspecified),.,0.3%,8.6%,.,.,.,.,3.9%,i,0.6,.
Cn1/c(=N/NC(=O)c2ccccc2Br)sc2ccccc21,-5.5%,2.4%,0.5%,-0.8%,1,-7.5,-3.6,1.2%,i,0.3,7.5%
Cn1nnnc1SCC(=O)Nc1cccc(S(=O)(=O)N2CCCC2)c1,-4.3%,3.9%,5.6%,-11.3%,1.1,-7.1,13.0,7.0%,i,0.0,-5.7%
Cc1ccc(C2CC(c3ccc(Br)cc3)=NN2C(=O)CSC2=NN3CCCC(=O)N=C3S2)cc1 (stereo unspecified),.,9.4%,0.0%,.,.,.,.,3.7%,i,3.8,.
O=C(NCCCl)NNC(=O)c1cc2ccccc2cc1O,.,0.9%,19.4%,.,.,.,.,-9.4%,i,0.8,.
CCc1cccc(NC(=O)C2CCCN(S(=O)(=O)c3cccs3)C2)c1 (stereo unspecified),.,19.5%,-0.4%,.,.,.,.,-1.3%,i,0.8,.
Cn1ncc(Cl)c1C(=O)Nc1sc2c(c1C(N)=O)CCC2,-5.7%,2.4%,-3.8%,7.9%,1.1,3.5,0.8,-1.4%,i,0.7,9.7%
Cc1sc2nc(Cc3ccccc3)[nH]c(=O)c2c1-c1ccccc1,-8.0%,-0.6%,-3.9%,3.3%,1,4.2,-4.0,3.7%,i,1.0,2.5%
Cc1ccc(C(=O)NCCCNC(=O)c2ccco2)cc1,.,-0.1%,1.1%,.,.,.,.,9.6%,i,1.3,.
Cc1ccc(NC(=O)[C@H](Cc2ccccc2)NC(=O)[C@@H]2Cc3ccccc3CN2)c(C)c1,.,-0.5%,0.8%,.,.,.,.,-18.3%,i,3.7,.
O=C(/C=C/Nc1ccc(S(=O)(=O)Nc2ncccn2)cc1)c1ccc(Cl)c(Cl)c1,-8.8%,1.2%,0.0%,9.8%,1.1,4.5,-9.5,-36.1%,i,2.2,-0.6%
CCN(CC)CC#CCC(C)(c1ccccc1)c1ccccc1,-4.0%,-3.5%,0.4%,5.1%,1,48.6,56.9,14.6%,i,5.4,2.5%
O=C(NCCc1ccccc1)C(=O)c1c[nH]c2ccccc12,.,1.6%,-3.9%,.,.,.,.,5.6%,i,0.1,.
O=C(O)CSc1nnc(-c2cccc(S(=O)(=O)N3CCCCC3)c2)o1,-1.3%,1.4%,-6.1%,-21.0%,1.2,-2.3,5.2,-1.9%,i,0.5,-11.8%
COc1cc(NC(=O)N[C@@H](CCSC)C(=O)O)cc(OC)c1,.,2.1%,-4.0%,.,.,.,.,-7.0%,i,0.3,.

Two records picked at random from those above:
canonical_smiles,XIAP displacement,RSV CPE inhibition,Siah-1 displacement,PMI inhibitors,TNAP activation fold,WT yeast gro inh,WT yeast gro inh mutant strain,Salmonella PhoP GFP,Myeloid diff 2,Myeloid diff 2 GFP+ MAC1+ %,PMI inhibition
O=C(OCC(=O)N1CCCC1)c1ccccc1O,.,2.0%,-5.8%,.,.,.,.,8.5%,i,0.8,.
COc1ccc(N2CCN(C(=O)CS(=O)Cc3nc(-c4ccc(OC)c(OC)c4)oc3C)CC2)cc1 (stereo unspecified),.,2.5%,15.9%,.,.,.,.,-6.5%,i,4.2,.

The listing continues:
canonical_smiles,XIAP displacement,RSV CPE inhibition,Siah-1 displacement,PMI inhibitors,TNAP activation fold,WT yeast gro inh,WT yeast gro inh mutant strain,Salmonella PhoP GFP,Myeloid diff 2,Myeloid diff 2 GFP+ MAC1+ %,PMI inhibition
COc1ccc(S(=O)(=O)N(Cc2ccc(OC)c(OC)c2)Cc2ccco2)cc1,-0.8%,10.9%,0.0%,4.7%,1.1,4.8,6.1,-7.5%,i,0.2,5.8%
CCOC(=O)N1CCN(S(=O)(=O)c2ccc(OC)c(Cl)c2)CC1,-1.2%,0.4%,-4.0%,4.8%,1.1,12.2,24.1,-6.5%,i,0.7,7.5%
CCOc1ccc(NS(=O)(=O)c2ccc(C(=O)N3CCC3)cc2)cc1,.,18.9%,-3.4%,.,.,.,.,-0.3%,i,0.6,.
CCOC(=O)c1ccc(NC(=O)CC2C(=O)N(c3ccc(F)cc3)C(=O)N2CCCOC)cc1 (stereo unspecified),-2.6%,2.3%,-2.0%,-13.0%,1,4.7,11.3,12.6%,i,4.8,-9.1%
c1ccc(CSC2=NCCS2)cc1,-3.2%,-1.2%,14.6%,-2.6%,1.1,-4.1,4.1,-4.9%,i,0.3,3.2%
